From PubChem BioAssay
NALP3 yeast inh: NALP3 inhibition in yeast | Yeast reconstituted NLRP3/ASC/caspase-1, beta-gal luminescence, 24 h | inhibition, % at 10 µM | hit rate 0.39% among 330,000;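 active = inhibition of 50% or more; inactive = inhibition below 50%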;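 note: plate controls were induced DMSO wells for no effect and uninduced yeast grown without galactose for full effect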
NR3A LBD binder: modulates the human NR3A ligand-binding domain. NR3A LBD differential scanning fluorimetry, Tm shift; 0% = protein alone, 100% = glycine-bound protein. Tm shift relative to glycine control, % at 25 µM. hit rate 2.5% among 340,000. AID 1259313;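 active = melting temperature shift of at least 10% of the positive control shift, at one fixed dose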
XBP1 UPR activ: activators of adaptive arm of unfolded protein response (XBP1); CHO-XBP1 luciferase reporter, IRE1-XBP1 UPR activation, luminescence; percent of tunicamycin response, DMSO as zero; activation, % at 20 µM; hit rate 0.33% among 330,000;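 active = versus positive control, 20 µM dose yields 30% or more activation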;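 note: 100% = tunicamycin at 10 µg/mL and 0% = DMSO only wells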
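Material: CHO cell line with stable XBP1 luciferase reporter; buffer or medium: F12 medium containing 10% fetal bovine serum; compound: single point, 20 µM final compound, 1% DMSO; incubation: 6 h treatment, 37 °C; measured by: glow luminescence from Steady-Glo reagent; evaluation: activation, % of tunicamycin; control set: tunicamycin high, DMSO low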
tim23-1 inh: inhibits growth of tim23-1 mutant yeast. AID 463212. S. cerevisiae tim23-1 growth, BacTiter-Glo luminescence, 24 h. inhibition, % at 20 µM. hit rate 1.3% among 330,000;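 active = growth inhibition of the mutant yeast at or above 50%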;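 note: temperature-sensitive mutant grown at 25 °C; plate controls were DMSO-treated mutant yeast for no effect and medium wells lacking yeast for full effect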
TIM10 inh: growth inhibitors of TIM10 yeast strain | S. cerevisiae TIM10 strain growth, BacTiter-Glo luminescence, 24 h | inhibition, % at 10 µM | hit rate 1.4% among 330,000;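 active = inhibition of 40% or more at the single tested concentration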;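 note: wild-type TIM10 isogenic control strain grown at permissive 25 °C; 0% = DMSO yeast wells and 100% = minimal medium wells without yeast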
UPR CHOP act: activators of apoptotic arm of unfolded protein response (CHOP). hit rate 0.34% among 330,000. activation, % at 10 µM. CHO-CHOP luciferase reporter, UPR activation, luminescence; percent of tunicamycin response over DMSO baseline;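 active = at 10 µM dose, activation of 40% or more, normalized to positive control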;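 note: 100% = tunicamycin at 10 µg/mL and 0% = DMSO alone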
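Material: CHO-CHOP cells, stable luciferase reporter of PERK-eIF2a-CHOP signalling; quantity: 500 reporter cells seeded per well; buffer or medium: F12 medium containing 10% fetal bovine serum; compound: one dose, 10 µM in 0.5% DMSO; incubation: 6 h compound treatment, 37 °C; measured by: Steady-Glo luciferase luminescence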
APJ agonist: activates the human apelin receptor APJ. activation, % at 20 µM. hit rate 0.11% among 330,000. CHO-K1 APJ PathHunter beta-arrestin, luminescence; 0% DMSO wells, 100% apelin. P35414;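 active = activation more than six SD over the plate average, tested at 20 µM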;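 note: 0% = DMSO alone and 100% = apelin-13 at 10 nM; some results filed as inactive read as strong as hits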
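Test system: CHO-K1 APJ beta-arrestin complementation cell line | Compound: Single test compound dose, 20 µM final, 1% DMSO | Incubation: Compound 90 min 25 °C, reagent 1 h | Measured by: beta-gal luminescence | Read-out basis: APJ–arrestin association signal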
tim10-1 inh: inhibits growth of tim10-1 mutant yeast; S. cerevisiae tim10-1 ts strain growth, BacTiter-Glo, 24 h; inhibition, % at 20 µM; hit rate 2.2% among 330,000; AID 463190;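 active = inhibition of at least 40%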;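 note: mutant grown at 25 °C; 0% = DMSO wells with yeast and 100% = wells holding no yeast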
Mdm2 MdmX PPI: human Mdm2/MdmX binding inhibition; inhibition, % at 8 µM; hit rate 3% among 330,000; SaOS-2 split-luciferase Mdm2/MdmX complementation, luminescence; O15151+Q00987;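 active = inhibition of at least 50% at 8 µM in the primary screen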
Target sequence (O15151 whole entry, looked up): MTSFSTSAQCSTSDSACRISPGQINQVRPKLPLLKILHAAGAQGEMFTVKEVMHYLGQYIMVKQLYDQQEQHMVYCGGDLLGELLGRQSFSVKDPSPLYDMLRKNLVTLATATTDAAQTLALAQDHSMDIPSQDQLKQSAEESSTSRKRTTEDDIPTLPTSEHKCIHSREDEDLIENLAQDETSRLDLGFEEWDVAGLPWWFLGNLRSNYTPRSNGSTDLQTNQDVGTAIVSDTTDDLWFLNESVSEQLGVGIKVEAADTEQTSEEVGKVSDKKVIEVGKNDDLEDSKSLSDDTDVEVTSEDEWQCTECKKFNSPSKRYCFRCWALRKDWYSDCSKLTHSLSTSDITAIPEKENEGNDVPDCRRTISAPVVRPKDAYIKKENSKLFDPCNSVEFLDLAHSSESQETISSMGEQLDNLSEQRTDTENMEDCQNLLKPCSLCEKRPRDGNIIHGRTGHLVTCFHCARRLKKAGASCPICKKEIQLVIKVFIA
Target sequence (Q00987 whole entry, looked up): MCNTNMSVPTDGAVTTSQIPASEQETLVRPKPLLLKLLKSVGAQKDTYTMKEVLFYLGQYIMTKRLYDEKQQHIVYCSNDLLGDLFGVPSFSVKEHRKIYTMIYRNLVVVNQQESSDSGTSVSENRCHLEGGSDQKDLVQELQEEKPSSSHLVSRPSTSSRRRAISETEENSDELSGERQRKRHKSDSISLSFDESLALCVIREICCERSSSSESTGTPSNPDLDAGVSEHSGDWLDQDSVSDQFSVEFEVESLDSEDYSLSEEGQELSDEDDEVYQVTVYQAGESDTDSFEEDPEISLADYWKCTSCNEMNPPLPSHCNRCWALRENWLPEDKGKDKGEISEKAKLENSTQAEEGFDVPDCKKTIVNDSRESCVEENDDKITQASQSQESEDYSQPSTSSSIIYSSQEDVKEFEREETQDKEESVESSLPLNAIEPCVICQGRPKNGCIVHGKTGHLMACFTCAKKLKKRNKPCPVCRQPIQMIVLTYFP
* marks the source's active call; other numbers are inactive results.

Screening COc1cc2c(cc1OC)CN(C(=O)c1ccc(S(=O)(=O)N3CCCCCC3)cc1)CC2 returned NALP3 yeast inh 19, NR3A LBD binder -1, XBP1 UPR activ -3, tim23-1 inh 18, TIM10 inh 25, UPR CHOP act -1.1, APJ agonist -5, tim10-1 inh 23 and Mdm2 MdmX PPI 11.
For Oc1ccccc1C(=S)N1CCN(C(=S)c2ccccc2O)CC1 the results were NALP3 yeast inh 7, NR3A LBD binder 0, XBP1 UPR activ -6, tim23-1 inh 2, TIM10 inh -21, UPR CHOP act -0.2, APJ agonist -7, tim10-1 inh 23 and Mdm2 MdmX PPI 15.
`COc1cc2c(cc1OC)C1(CCCC1)CNC2C` (stereo unspecified) gave NALP3 yeast inh 8, NR3A LBD binder -2, XBP1 UPR activ -5, tim23-1 inh -7, TIM10 inh -9, UPR CHOP act -1.6, APJ agonist 3, tim10-1 inh -7 and Mdm2 MdmX PPI 7.
COc1ccc(Cl)cc1NC(=S)NC(=O)c1ccco1 was read as NALP3 yeast inh 25, NR3A LBD binder -11, XBP1 UPR activ 1, tim23-1 inh 10, TIM10 inh 15, UPR CHOP act -0.4, APJ agonist -2, tim10-1 inh 15 and Mdm2 MdmX PPI -18.
`CCn1c(SCC(=O)O)nc2ccccc21` gave NALP3 yeast inh 8, NR3A LBD binder -2, XBP1 UPR activ 1, tim23-1 inh 1, TIM10 inh -14, UPR CHOP act -0.2, APJ agonist -1, tim10-1 inh 2 and Mdm2 MdmX PPI -26.
For CCNS(=O)(=O)c1ccc(NC(=O)Cc2ccc(F)cc2)cc1 the results were NALP3 yeast inh -3, XBP1 UPR activ -1, tim23-1 inh 4, TIM10 inh -5, UPR CHOP act -0.1, APJ agonist 0, tim10-1 inh -10 and Mdm2 MdmX PPI 18.
For NS(=O)(=O)c1ccc(CNC(=O)c2cccc(Oc3ccccc3)c2)cc1 the results were NALP3 yeast inh 11, NR3A LBD binder -3, XBP1 UPR activ -5, tim23-1 inh 5, TIM10 inh -42, UPR CHOP act -0.5, APJ agonist 2, tim10-1 inh -27 and Mdm2 MdmX PPI 19.
Screening CCOc1ccc(NC(=O)CCC(=O)Oc2ccc(C)cc2)cc1 returned NALP3 yeast inh -3, NR3A LBD binder 2, XBP1 UPR activ 0, tim23-1 inh 5, TIM10 inh 2, UPR CHOP act 1.2, APJ agonist -1, tim10-1 inh 2 and Mdm2 MdmX PPI -30.
For CCOC(=O)N1CCN(c2c(N3CCN(c4ccc(OC)cc4)CC3)c(=O)c2=O)CC1 the results were NALP3 yeast inh 20, NR3A LBD binder 1, XBP1 UPR activ 1, tim23-1 inh -12, TIM10 inh -6, UPR CHOP act 1.9, APJ agonist -3, tim10-1 inh 15 and Mdm2 MdmX PPI -3.
Screening COc1ccc(Cn2c(O)c(C=Nc3ccccc3C(=O)O)c3ccccc3c2=O)cc1 returned NALP3 yeast inh 4, NR3A LBD binder -5, XBP1 UPR activ 0, tim23-1 inh 20, TIM10 inh 3, UPR CHOP act 0.9, APJ agonist 7, tim10-1 inh 13 and Mdm2 MdmX PPI 9.
`COc1cc2c(cc1OC)C(C)N(S(=O)(=O)c1ccc(C)cc1)CC2` (stereo unspecified) gave NALP3 yeast inh 8, NR3A LBD binder 2, XBP1 UPR activ -2, tim23-1 inh 30, TIM10 inh -11, UPR CHOP act -0.8, APJ agonist -3, tim10-1 inh 31 and Mdm2 MdmX PPI -22.
`Cc1ccc2nsnc2c1NC(=O)c1sc2ccccc2c1Cl` gave NALP3 yeast inh 15, NR3A LBD binder -3, XBP1 UPR activ 4, tim23-1 inh 1, TIM10 inh -6, UPR CHOP act -0.7, APJ agonist -1, tim10-1 inh 21 and Mdm2 MdmX PPI 18.
Screening CCc1ccc(C(=O)COC(=O)c2cccs2)cc1 returned NALP3 yeast inh 45, NR3A LBD binder 5, XBP1 UPR activ -4, tim23-1 inh 15, TIM10 inh -11, UPR CHOP act -4.8, APJ agonist 1, tim10-1 inh 20 and Mdm2 MdmX PPI -136.
Screening CC(C)Oc1ccccc1/C=N/NC(=O)c1ccccc1Cl returned NALP3 yeast inh 5, NR3A LBD binder -2, XBP1 UPR activ -1, tim23-1 inh -4, TIM10 inh -1, UPR CHOP act -0.1, APJ agonist -6, tim10-1 inh 10 and Mdm2 MdmX PPI 18.
O=C(O)/C=C/c1ccc2c(c1)OCCO2 was read as NALP3 yeast inh -3, NR3A LBD binder 2, XBP1 UPR activ 1, tim23-1 inh 8, TIM10 inh 3, UPR CHOP act 1.8, APJ agonist -5, tim10-1 inh -14 and Mdm2 MdmX PPI 26.
Screening CCOC(=O)C1(CCc2ccccc2)CCN(C(=O)C2CCOCC2)CC1 returned NALP3 yeast inh 11, NR3A LBD binder 0, XBP1 UPR activ -1, tim23-1 inh 19, TIM10 inh -2, UPR CHOP act -0.1, APJ agonist -1, tim10-1 inh 21 and Mdm2 MdmX PPI -25.
CC(=O)NC(CC(=O)O)c1ccc([N+](=O)[O-])cc1 (stereo unspecified) was read as NALP3 yeast inh -10, NR3A LBD binder 0, XBP1 UPR activ -1, tim23-1 inh 13, TIM10 inh -7, UPR CHOP act -1.2, APJ agonist -5, tim10-1 inh -12 and Mdm2 MdmX PPI -39.
Screening CCOc1ccc(/C=N/NC(=O)c2ccc(F)cc2)cc1CN1CC2CC(C1)c1cccc(=O)n1C2 (stereo unspecified) returned NALP3 yeast inh 18, NR3A LBD binder -4, XBP1 UPR activ -3, tim23-1 inh 14, TIM10 inh 11, UPR CHOP act 2.4, APJ agonist -1, tim10-1 inh -2 and Mdm2 MdmX PPI 6.
Screening O=[N+]([O-])c1ccc(-c2nc(-c3cccs3)c(-c3cccs3)[nH]2)cc1 returned NALP3 yeast inh -10, NR3A LBD binder 10, XBP1 UPR activ 1, tim23-1 inh 15, TIM10 inh 69*, UPR CHOP act 2.4, APJ agonist -3, tim10-1 inh 65* and Mdm2 MdmX PPI 56*.
`COc1cccc(CNC(=O)CCC2CCCN(Cc3cc(Cl)ccc3O)C2)c1` (stereo unspecified) gave NALP3 yeast inh 6, NR3A LBD binder -3, XBP1 UPR activ 1, tim23-1 inh 5, TIM10 inh -8, UPR CHOP act -0.2, APJ agonist -3, tim10-1 inh 5 and Mdm2 MdmX PPI 5.
For CC(CCc1ccccc1)NC(=O)c1ccncc1 (stereo unspecified) the results were NALP3 yeast inh -5, NR3A LBD binder 2, XBP1 UPR activ -2, tim23-1 inh 0, TIM10 inh 1, UPR CHOP act 0.9, APJ agonist -2, tim10-1 inh -4 and Mdm2 MdmX PPI 2.
`COCCn1nnnc1C(c1ccc(OC)c(OC)c1)N1CCN(c2nc3ccccc3s2)CC1` (stereo unspecified) gave NALP3 yeast inh 6, NR3A LBD binder -1, XBP1 UPR activ 1, tim23-1 inh 18, TIM10 inh 5, UPR CHOP act 0.3, APJ agonist -2, tim10-1 inh 12 and Mdm2 MdmX PPI 11.
O=C(NC1=NCCS1)c1ccccc1 was read as NALP3 yeast inh 12, NR3A LBD binder -2, XBP1 UPR activ -4, tim23-1 inh 5, TIM10 inh -1, UPR CHOP act 3.1, APJ agonist -3, tim10-1 inh -2 and Mdm2 MdmX PPI -11.
`CCOC(=O)Cc1cc(=O)[nH]c(/N=C(\N)Nc2ccc(C)c(C)c2)n1` gave NALP3 yeast inh 2, NR3A LBD binder -1, XBP1 UPR activ 1, tim23-1 inh -3, TIM10 inh -6, UPR CHOP act 3.3, APJ agonist -2, tim10-1 inh -5 and Mdm2 MdmX PPI 9.
`COc1ccc(OCCSc2ncc(CO)n2C)cc1` gave NALP3 yeast inh 17, NR3A LBD binder 0, XBP1 UPR activ 0, tim23-1 inh 2, TIM10 inh 9, UPR CHOP act -0.1, APJ agonist -3, tim10-1 inh 0 and Mdm2 MdmX PPI 36.
CCCCn1c(N)c(N(CCC(C)C)C(=O)COC(=O)c2cccnc2OCC)c(=O)[nH]c1=O was read as NALP3 yeast inh 12, NR3A LBD binder 0, XBP1 UPR activ 3, tim23-1 inh 21, TIM10 inh 6, UPR CHOP act 0.7, APJ agonist -3, tim10-1 inh 13 and Mdm2 MdmX PPI -11.
Screening O=C1c2sc3nc4n(c(=O)c3c2CCC1Br)CCCCC4 (stereo unspecified) returned NALP3 yeast inh 24, NR3A LBD binder 4, XBP1 UPR activ 1, tim23-1 inh -22, TIM10 inh 11, UPR CHOP act 4.0, APJ agonist 2, tim10-1 inh 10 and Mdm2 MdmX PPI -45.
Screening COc1ccc(Cl)cc1-n1c(C)ccc1C returned NALP3 yeast inh -1, NR3A LBD binder -6, XBP1 UPR activ 0, tim23-1 inh 3, TIM10 inh -2, UPR CHOP act 2.5, APJ agonist -5, tim10-1 inh 13 and Mdm2 MdmX PPI -6.
`CC(C)Oc1cccc(-c2cc(C(=O)N3CCN(S(C)(=O)=O)CC3)c3ccccc3n2)c1` gave NALP3 yeast inh 6, NR3A LBD binder -1, XBP1 UPR activ -1, tim23-1 inh -2, TIM10 inh 9, UPR CHOP act 0.9, APJ agonist 2, tim10-1 inh 14 and Mdm2 MdmX PPI 31.
Screening Oc1ccccc1Nc1nc(NCc2ccccc2)c2ccccc2n1 returned NALP3 yeast inh 38, NR3A LBD binder 4, XBP1 UPR activ 7, tim23-1 inh -8, TIM10 inh 2, UPR CHOP act 0.6, APJ agonist 2, tim10-1 inh -23 and Mdm2 MdmX PPI 83*.

Molecules from the list above with a Cl atom:
COc1ccc(Cl)cc1NC(=S)NC(=O)c1ccco1 was read as NALP3 yeast inh 25, NR3A LBD binder -11, XBP1 UPR activ 1, tim23-1 inh 10, TIM10 inh 15, UPR CHOP act -0.4, APJ agonist -2, tim10-1 inh 15 and Mdm2 MdmX PPI -18.
`Cc1ccc2nsnc2c1NC(=O)c1sc2ccccc2c1Cl` gave NALP3 yeast inh 15, NR3A LBD binder -3, XBP1 UPR activ 4, tim23-1 inh 1, TIM10 inh -6, UPR CHOP act -0.7, APJ agonist -1, tim10-1 inh 21 and Mdm2 MdmX PPI 18.
Screening CC(C)Oc1ccccc1/C=N/NC(=O)c1ccccc1Cl returned NALP3 yeast inh 5, NR3A LBD binder -2, XBP1 UPR activ -1, tim23-1 inh -4, TIM10 inh -1, UPR CHOP act -0.1, APJ agonist -6, tim10-1 inh 10 and Mdm2 MdmX PPI 18.
`COc1cccc(CNC(=O)CCC2CCCN(Cc3cc(Cl)ccc3O)C2)c1` (stereo unspecified) gave NALP3 yeast inh 6, NR3A LBD binder -3, XBP1 UPR activ 1, tim23-1 inh 5, TIM10 inh -8, UPR CHOP act -0.2, APJ agonist -3, tim10-1 inh 5 and Mdm2 MdmX PPI 5.
Screening COc1ccc(Cl)cc1-n1c(C)ccc1C returned NALP3 yeast inh -1, NR3A LBD binder -6, XBP1 UPR activ 0, tim23-1 inh 3, TIM10 inh -2, UPR CHOP act 2.5, APJ agonist -5, tim10-1 inh 13 and Mdm2 MdmX PPI -6.
